# From PubChem
# tuberculosis growth: growth inhibition of non-replicating M. tuberculosis (AID 488890); Mycobacterium tuberculosis non-replicating, growth inhibition; higher % means a stronger effect; one-dose inhibition, % at 25 µM; IC50 in µM for titrated hits; 0.39% of 320,000 active; in the data active means a potency from the dose series; inconclusive means inhibition mostly from about 82% at the one dose, without a potency; inactive means the rest, 99 in 100 with inhibition below about 76%;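 further: plate controls were DMSO cells for no effect and high antibiotic wells for full effect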
# PhoP GFP inhibition: PhoP regulon inhibitors, Salmonella typhi PhoP promoter GFP reporter, confirmatory (AID 1850). Salmonella Typhi PhoP-promoter GFP reporter, fluorescence, 4 h; higher % means a stronger effect. inhibition, % at 50 µM; hits with a dose series show IC50 in µM. 0.33% of 310,000 active; in the data active means a potency from the dose series; inconclusive means inhibition mostly from about 25% at the one dose, without a potency; inactive means the rest, 99 in 100 with inhibition below about 19%;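 further: 0% = induced wells with vehicle and 100% = uninduced wells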
# H1N1 NS1A inhibition: H1N1 influenza NS1A inhibitors, functional cell based assay (AID 504329); NS1A functional cell-based assay, percent inhibition; higher % means a stronger effect; inhibition, % at 12.5 µM, or IC50 in µM where a hit was titrated; 0.3% of 340,000 active; in the data active means a potency from the dose series; inconclusive means inhibition above about 27% without an active follow-up result; further: strong numbers were not always called active
# M. tuberculosis HTS: M. tuberculosis growth inhibition, HTS (AID 449762); M. tuberculosis H37Rv growth inhibition, 7H9 media; higher % means a stronger effect; one-dose inhibition, % at 25 µM; IC50 in µM for titrated hits; 0.59% of 330,000 active; in the data active means a potency from the dose series; inconclusive means inhibition above about 70% without an active follow-up result;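 further: bacterial growth assessed after seven days of incubation; strong numbers were not always called active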
# VEEV TC-83 Vero: inhibitors of VEEV TC-83 cytopathic effect, confirmation, Vero cells (AID 588727). Vero cells, VEEV TC-83 cytopathic effect inhibition; higher % means a stronger effect. one-dose inhibition, % at 20 µM; IC50 in µM for titrated hits. 0.13% of 350,000 active; in the data active means a potency from the dose series; inconclusive means inhibition mostly from about 14% at the one dose, without a potency; inactive means the rest, 99 in 100 with inhibition below about 12%; further: strong numbers were not always called active
# VEEV TC-83 Vero 10K pilot screen: second read-out of VEEV TC-83 Vero, no call of its own (marks repeat the call); inhibition, %; measured here: 10K pilot screen inhibition
# * hit, by the source's call; i = inactive; ? = inconclusive; nt = no result given.
SMILES,tuberculosis growth,PhoP GFP inhibition,H1N1 NS1A inhibition,M. tuberculosis HTS,VEEV TC-83 Vero,others
Fc1ccc(C(c2nnnn2Cc2cccs2)N2CCN(C3CCCCC3)CC2)cc1 (stereo not drawn),61%,9%,7%,-2%,i,
NC1(C#Cc2ccc3oc(=O)c(-n4cc(C5(O)CCCCC5)nn4)cc3c2)CCCCC1,35%,nt,3%,3%,0.7%,
CC(C)C(=O)Nc1ccc(S(=O)(=O)Nc2ccccn2)cc1,-3%,8%,-22%,2%,0.6%,
CC(C)Cn1c(N)c(C(=O)COC(=O)c2ccc(O)cc2O)c(=O)n(C)c1=O,7%,11%,-9%,-4%,10%,
O=C(C1CCN(S(=O)(=O)c2ccccc2)CC1)N1CCN(Cc2ccccc2)CC1,3%,0%,10%,1%,1.6%,
CSc1ccccc1NC(=O)COC(=O)c1ccccc1O,75%,6%,-9%,4%,0.7%,
Cc1cc(C(F)(F)F)nn1-c1nc(-c2ccco2)cc(C(F)(F)F)n1,-10%,1%,-3%,2%,i,VEEV TC-83 Vero 10K pilot screen=0.5
COc1ccc(N(CC(=O)N/N=C(\C)c2cccs2)S(=O)(=O)c2ccccc2)cc1Cl,-5%,-7%,nt,1%,nt,
CCCCCCCCOC(=O)CCn1[nH]c(=O)c2ccccc2c1=O,nt,-7%,1%,-1%,1.8%,
CCOc1ccccc1NC(=O)CN(C)S(=O)(=O)c1cccc2nsnc12,21%,3%,0%,-2%,5.1%,
Cc1c(-c2nnc(-c3ccc(C(F)(F)F)cc3)o2)cnn1-c1ccccc1,-9%,2%,3%,2%,3.2%,
Cc1cn(-c2ccc(Br)cc2)[nH]c1=O,21%,-4%,-1%,93%,0.1%,
CSCCC(NC(=O)c1cccc([N+](=O)[O-])c1)C(=O)OCC(=O)N1CCCC1=O (stereo not drawn),-7%,3%,-5%,-6%,i,
N#CCCN(C(=O)c1ccco1)c1ccccc1,8%,-10%,-18%,1%,0.0%,
CCOc1cc(Br)ccc1S(=O)(=O)NCc1ccccc1,17%,-1%,6%,9%,i,
O=S(=O)(NCC(c1ccco1)N1CCCCC1)c1cccc(C(F)(F)F)c1 (stereo not drawn),3%,nt,-7%,-2%,i,
O=C(NCCN1CCN(c2ccccc2)CC1)Nc1ccccc1Br,15%,7%,-8%,3%,0.5%,
Cc1ccc(NC(=O)C2CCN(S(=O)(=O)c3ccc(Cl)c(C(F)(F)F)c3)CC2)nc1,6%,2%,-5%,50%,5.6%,
Cc1ccc(-c2nnc(-c3ccc4ccccc4c3)o2)cc1,nt,nt,-6%,nt,2.3%,
CCOC(=O)N1CCN(C(=O)c2cn(C)c3ccc(S(=O)(=O)N(C)C4CCCCC4)cc3c2=O)CC1,7%,-2%,2%,1%,1.3%,

# An excerpt taken from the entries so far, for reference:
SMILES,tuberculosis growth,PhoP GFP inhibition,H1N1 NS1A inhibition,M. tuberculosis HTS,VEEV TC-83 Vero,others
O=C(NCCN1CCN(c2ccccc2)CC1)Nc1ccccc1Br,15%,7%,-8%,3%,0.5%,
Cc1ccc(NC(=O)C2CCN(S(=O)(=O)c3ccc(Cl)c(C(F)(F)F)c3)CC2)nc1,6%,2%,-5%,50%,5.6%,
Cc1ccc(-c2nnc(-c3ccc4ccccc4c3)o2)cc1,nt,nt,-6%,nt,2.3%,

# Remaining list, next part.
SMILES,tuberculosis growth,PhoP GFP inhibition,H1N1 NS1A inhibition,M. tuberculosis HTS,VEEV TC-83 Vero,others
CCOC(=O)Cn1nc(C)n(-c2ccc(Cl)cc2)c1=O,-3%,11%,-2%,-5%,0.3%,
COc1c(OC(C)=O)c(=O)n2c3ccccc3c3ccnc1c32,14%,8%,-4%,-8%,4.3%,
CCNc1cc(N2CCN(C)CC2)ccc1[N+](=O)[O-],19%,-14%,1%,-1%,1.0%,
Clc1cc(Cl)cc(C2=NCCC(c3ccccc3)O2)c1 (stereo not drawn),13%,2%,nt,4%,nt,
CC(=O)c1cccc(Oc2cc(NN3CCCCC3)c([N+](=O)[O-])cc2[N+](=O)[O-])c1,20%,6%,11%,-4%,6.0%,
O=C(O)c1ccc(NS(=O)(=O)c2cc(Cl)ccc2Cl)cc1,-4%,15%,-18%,4%,i,
COCCNC(=O)C(NC(=O)C1CCCCC1)C(C)C (stereo not drawn),5%,8%,-11%,-3%,0.3%,
Cc1ccc(NC(=O)COC(=O)CNC(=O)c2ccc3ccccc3c2)c([N+](=O)[O-])c1,14%,-7%,-2%,8%,0.3%,
CCCn1nnc(NC(=O)C(C)Oc2ccc(Cl)cc2Cl)n1 (stereo not drawn),65%,-1%,4%,-4%,2.2%,
COc1cc(C(=S)N2CCOCC2)ccc1OS(=O)(=O)c1ccccc1[N+](=O)[O-],-5%,-2%,6%,2%,2.3%,
Cc1cc(N2C(=O)CCC2=O)ccc1NC(=O)c1cccs1,-8%,-5%,-2%,-9%,0.4%,
CC(=O)Nc1nnc(SCC(=O)c2ccc(F)cc2)s1,-11%,-7%,10%,-5%,0.7%,
CC(C)n1cc(-c2nc(C(=O)NN)cs2)c(=O)n(Cc2ccccc2)c1=O,16%,-7%,8%,1%,0.2%,
O=C(Nc1cccc([N+](=O)[O-])c1)C1CCN(C(=O)Cc2ccccc2)CC1,2%,-3%,-8%,-6%,1.8%,
C=CCn1c(SCC(=O)c2cc(C)n(C)c2C)nnc1-c1ccncc1,4%,9%,-1%,-4%,0.2%,
Cc1sc2ncn(CC(=O)OCC(=O)NC(C)(C)C)c(=O)c2c1C,-12%,8%,-16%,-2%,i,
COCCOC(=O)C1=C(N)OC(C)=C(C(=O)OC)C12C(=O)Nc1ccccc12 (stereo not drawn),6%,5%,-2%,-9%,0.8%,
C/C(CC(=O)Nc1ccc(Cl)c(C(F)(F)F)c1)=N\NC(N)=S,?,3%,-11%,?,6.1%,
CCC(CC)N1CCN(S(=O)(=O)c2ccc(OC)cc2)CC1,11%,-8%,-103%,-15%,i,
Cc1ccc(NCC(=O)N/N=C/c2cccn2C)cc1,-8%,0%,1%,-7%,0.5%,
CN(C(=O)COc1ccc([N+](=O)[O-])cc1)C1CCS(=O)(=O)C1 (stereo not drawn),-11%,12%,nt,2%,1.1%,
CCOC(=O)COc1ccc(Br)cc1/C=C\c1[nH]c(=O)[nH]c(=O)c1[N+](=O)[O-],33%,-3%,1%,-3%,3.0%,
CCOc1ccc(C(=O)COc2ccc(NC(C)=O)cc2)cc1,33%,-8%,-12%,1%,5.0%,
O=C(NCCCN1CCCC1=O)c1cccc(S(=O)(=O)Nc2ccc(Br)cc2)c1,-8%,8%,6%,-1%,0.4%,
O=C(O)CN1C(=O)/C(=C/c2cccc(Cl)c2)Oc2ccccc21,27%,-1%,-3%,4%,0.5%,
Cc1cc(C(F)(F)F)n(-c2nc(C(=O)N/N=C/c3ccc(F)cc3)cs2)n1,17%,0%,-10%,7%,3.1%,
COc1ccc(S(=O)(=O)N(C)c2ccc(C(N)=O)cc2)cc1,-5%,9%,-9%,-5%,i,
Cc1ccc(-c2noc(CN(C(=O)c3ccc4c(c3)OCO4)C(C)C)n2)cc1,6%,-3%,-15%,-7%,2.1%,
COc1ccc(OC(C)C(=O)N(C)Cc2nc(-c3ccccc3)no2)cc1 (stereo not drawn),9%,1%,-9%,9%,0.4%,
CC(=O)Nc1ccc(C(=O)N/N=C/c2ccccc2OC(=O)c2ccc(Cl)cc2)cc1,-11%,0%,15%,11%,?,
CCCCn1c(N)c(N(CC(C)C)C(=O)c2cccs2)c(=O)[nH]c1=O,-13%,0%,-6%,-3%,1.6%,
CCC(C)Nc1nnnc2c1sc1nc3c(cc12)COC(C)(C)C3 (stereo not drawn),33%,-3%,18%,-1%,11%,
Cc1nn(C(=O)N2CCCCC2)c(C)c1CN1C(=O)c2ccccc2C1=O,-2%,-5%,0%,-8%,0.9%,
CCC(C)N1C(=O)CCC1C(=O)O (stereo not drawn),2%,1%,-4%,-6%,0.9%,
O=C(c1cccc(C(F)(F)F)c1)C1CCCN(Cc2cccn2-c2ncccn2)C1 (stereo not drawn),30%,-3%,9%,0%,i,
O=C(CC(=O)Nc1ccccc1C(F)(F)F)Nc1ccccc1C(F)(F)F,2%,-4%,17%,2%,i,
O=C(OCC(=O)N1CCOCC1)c1ccc2[nH]c3c(c2c1)CCCC3,-7%,-1%,5%,2%,23%,
Cc1cccc(NC(=O)CSc2nnnn2-c2ccc3c(c2)OCCO3)n1,35%,-8%,12%,-1%,3.1%,
Cc1sc(NC(=O)CN2CCOCC2)c(C#N)c1C,15%,8%,nt,-1%,0.0%,
Nc1nc(SCC(=O)N2CCCC2)[nH]c(=O)c1NC(=O)c1ccco1,-24%,0%,-3%,-6%,1.4%,
CC1(C)NC(=O)N(CC(O)CN(c2cccc([N+](=O)[O-])c2)S(=O)(=O)c2ccccc2)C1=O (stereo not drawn),-1%,-2%,-2%,-3%,i,
CC(=O)N(C)N(C)c1cc(C)nc(N)n1,-12%,1%,-18%,-3%,i,
COCCCNC(=O)C1CC(=O)N(CCc2ccc(F)cc2)C1 (stereo not drawn),-8%,-4%,0%,-3%,0.5%,
O=C(Cn1nc(-c2ccc(Cl)cc2)ccc1=O)N1CCN(c2ccccc2)CC1,19%,7%,18%,-2%,i,
C/C(=N\NC(=O)c1ccccc1)C1C2C=CC(C2)C1(C)C (stereo not drawn),71%,0%,14%,3%,2.3%,
Cc1cc(NC(=O)C(C)SCC(=O)Nc2cc(C(F)(F)F)ccc2N2CCCCC2)no1 (stereo not drawn),51%,13%,0%,-3%,1.6%,
CSc1ccc(C2NC(=O)c3c(sc4c3CCN(C)C4)N2)cc1 (stereo not drawn),3%,14%,3%,3%,0.1%,
COc1ccc(N2CCN(C(=O)c3cc(C4CC4)nn3-c3ccccc3)CC2)cc1,41%,nt,-3%,0%,0.1%,
Oc1ccccc1C=NCCN=Cc1ccccc1O,-21%,5%,19%,-4%,0.3%,
CCOC(=O)C1=C(N)Oc2ccc3ccccc3c2C1c1cccc(O)c1 (stereo not drawn),-3%,8%,-4%,8%,3.2%,

# The list continues:
SMILES,tuberculosis growth,PhoP GFP inhibition,H1N1 NS1A inhibition,M. tuberculosis HTS,VEEV TC-83 Vero,others
COc1ccc(C(CC(=O)N2CCOCC2)c2c(O)cc(OC)cc2OC)cc1 (stereo not drawn),4%,-1%,3%,-1%,0.4%,VEEV TC-83 Vero 10K pilot screen=0.4
COc1cccc(OC)c1/C=C/C(=O)NC1CCCCC1,35%,-7%,-1%,6%,1.3%,
Cc1cc(=O)[nH]c(SCCOc2ccc3c(c2)CCC3)n1,17%,0%,1%,0%,1.9%,
CCC1(C)N=C(c2ccc3c(c2)OCO3)CC(c2ccccc2O)N1 (stereo not drawn),72%,14%,5%,-5%,11%,
Cc1cc(=O)n2nc(N3CCCC(C(=O)NCCCN4CCc5ccccc5C4)C3)sc2n1 (stereo not drawn),nt,nt,4%,nt,i,
CC(C)CNC1=C(C(=S)Nc2ccccc2)C(=O)CC(C)(C)C1,53%,6%,13%,-4%,2.5%,
Cc1c(NC(=O)C(C)OC(=O)CCc2ccccc2)c(=O)n(-c2ccccc2)n1C (stereo not drawn),0%,10%,-3%,6%,0.1%,
COC(=O)C1=C(c2ccc(OC)c(OC)c2)C[C@@H]2CC[C@H]1N2C(=O)NC1Cc2ccccc2C1,20%,nt,-22%,-10%,0.2%,
CC(=O)Nc1ccc(N=NN2CCOCC2)cc1,24%,-3%,2%,-8%,0.6%,
COc1ccc(C2=NOC(CNC(=S)N3CCOCC3)C2)cc1 (stereo not drawn),6%,2%,-16%,3%,2.0%,
CCN(Cc1ccccc1)C(=O)COC(=O)c1cc(S(=O)(=O)Nc2c(C)n(C)n(-c3ccccc3)c2=O)ccc1C,12%,9%,0%,5%,0.7%,
CC(=O)/C=C/c1ccc(C)o1,-5%,2%,-3%,-2%,2.7%,
COc1ccccc1NC(=O)N1c2ccc(F)cc2CCC1C (stereo not drawn),16%,-1%,-6%,2%,0.3%,VEEV TC-83 Vero 10K pilot screen=0.0
Cc1ccccc1OCCC(=O)Nc1ccc(N2CCOCC2)cc1N1CCOCC1,-5%,4%,-5%,2%,1.8%,

# Part of the list above in order of heavy-atom count, rising.
SMILES,tuberculosis growth,PhoP GFP inhibition,H1N1 NS1A inhibition,M. tuberculosis HTS,VEEV TC-83 Vero,others
CC(=O)/C=C/c1ccc(C)o1,-5%,2%,-3%,-2%,2.7%,
COc1ccc(C2=NOC(CNC(=S)N3CCOCC3)C2)cc1 (stereo not drawn),6%,2%,-16%,3%,2.0%,
Cc1ccccc1OCCC(=O)Nc1ccc(N2CCOCC2)cc1N1CCOCC1,-5%,4%,-5%,2%,1.8%,
CCN(Cc1ccccc1)C(=O)COC(=O)c1cc(S(=O)(=O)Nc2c(C)n(C)n(-c3ccccc3)c2=O)ccc1C,12%,9%,0%,5%,0.7%,
